hIAP act: increases human intestinal alkaline phosphatase activity. P09923. activation factor at 10 µM. purified human IAP, CDP-Star luminescence, 30 min; active compounds read high; 1 = vehicle-only enzyme, 0 = enzyme-free background. actives 0.16% (n = 330,000);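 active means activation factor of the enzyme at least 2-fold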; further: the source names both 10 and 20 µM as test concentration; values of inactives mirror those of a sister screen read the other way
Target sequence (P09923 whole entry, looked up): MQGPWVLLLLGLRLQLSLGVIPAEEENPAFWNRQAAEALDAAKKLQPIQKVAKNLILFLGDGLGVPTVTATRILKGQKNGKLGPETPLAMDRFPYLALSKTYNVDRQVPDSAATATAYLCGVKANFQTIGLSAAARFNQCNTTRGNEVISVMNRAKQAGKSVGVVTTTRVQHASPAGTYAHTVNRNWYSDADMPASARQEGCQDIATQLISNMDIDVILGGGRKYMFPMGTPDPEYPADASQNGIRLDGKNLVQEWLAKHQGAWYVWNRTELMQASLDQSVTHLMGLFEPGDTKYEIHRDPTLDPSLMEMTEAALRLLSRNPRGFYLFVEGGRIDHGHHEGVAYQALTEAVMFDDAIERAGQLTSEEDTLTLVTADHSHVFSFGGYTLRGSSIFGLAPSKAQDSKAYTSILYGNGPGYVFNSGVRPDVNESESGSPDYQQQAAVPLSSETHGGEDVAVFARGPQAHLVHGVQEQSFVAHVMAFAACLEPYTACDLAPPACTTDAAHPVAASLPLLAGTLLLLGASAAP
A3A deaminase: inhibitors of human APOBEC3A DNA deaminase | P31941 | recombinant A3A, FAM/TAMRA ssDNA deamination fluorescence | inhibition, % at 20 µM | actives 0.41% (n = 330,000);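 active means at least 40% inhibition at 20 µM here, with at most 30% in a related deaminase screen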;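 further: plate controls were A3A with DMSO for no effect and wells lacking A3A enzyme for full effect; some results filed as inactive read as strong as hits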
Target sequence (P31941 whole entry, looked up): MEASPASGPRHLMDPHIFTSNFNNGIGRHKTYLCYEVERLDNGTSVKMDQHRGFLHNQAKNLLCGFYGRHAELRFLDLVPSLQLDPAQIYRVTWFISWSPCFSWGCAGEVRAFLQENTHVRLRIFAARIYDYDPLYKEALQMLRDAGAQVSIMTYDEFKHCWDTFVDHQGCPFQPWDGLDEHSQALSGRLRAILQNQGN
HKDC1 inh: inhibitors of human hexokinase HKDC1; recombinant HKDC1, G6PDH/diaphorase resazurin coupled fluorescence; inhibition, % at 20 µM; actives 0.16% (n = 340,000); AID 493160;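 active means inhibition above about 35% when tested at 20 µM, limit read from the data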;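 further: plate controls were DMSO wells with enzyme for no effect and DMSO wells lacking enzyme for full effect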
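Material: recombinant HKDC1 hexokinase; Amount: HKDC1 at 5 µg/mL; Medium: Tris pH 8.0 buffer with MgCl2, Tween-20, BSA, BME; Schedule: 90 min reaction incubation at room temperature, dark; Technique: coupled resazurin fluorescence, excitation 525 nm, emission 613 nm.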
hIAP inh: human IAP inhibition; actives 0.12% (n = 330,000); AID 2544; inhibition, % at 10 µM; P09923; purified IAP, CDP-Star luminescence, 30 min;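 active means inhibition reaching a set limit with compound at 10 µM in the primary screen, cut at about 35% in these data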;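 further: plate controls were DMSO wells with enzyme for no effect and no-enzyme buffer wells for full effect; values of inactives mirror those of a sister screen read the other way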
mIAP activ: mouse IAP activation. muIAP, CDP-Star luminescence, 30 min; active compounds read high; 1 = vehicle-only enzyme signal, 0 = enzyme-free wells. activation factor at 10 µM. actives 0.24% (n = 330,000);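 active means activation factor of at least 2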; further: the source names both 10 and 20 µM as test concentration; values of inactives mirror those of a sister screen read the other way
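Assay system: mouse IAP enzyme; reagent: chemiluminescent substrate CDP-Star; dosing: test compounds delivered from DMSO solution; schedule: 30 min at room temperature; measured by: luminescence from enzymatic CDP-Star hydrolysis; controls: DMSO-only wells and no-enzyme negative control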
mIAP block: blocks mouse intestinal alkaline phosphatase; purified mouse IAP, CDP-Star luminescence, 30 min; actives 0.2% (n = 330,000); inhibition, % at 10 µM;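 active means inhibition of at least 40% at 10 µM in the primary screen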;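 further: plate controls were DMSO with enzyme for no effect and no enzyme wells for full effect; values of inactives mirror those of a sister screen read the other way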
PfGluPho inh: PfG6PD (Plasmodium falciparum) enzyme inhibition; PfGluPho enzyme, NADPH resazurin-diaphorase fluorescence; inhibition, % at 20 µM; actives 0.78% (n = 350,000); AID 504690;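 active means inhibition reaching at least a set limit at 20 µM in the primary screen, cut at about 59% in these data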;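 further: 0% = DMSO wells with substrate and 100% = DMSO wells lacking glucose-6-phosphate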
ATG4B inhibitor: blocks human ATG4B protease cleavage of LC3 substrate | inhibition, % at 8.33 µM | AID 504462 | Q9Y4P1 | ATG4B cleavage of LC3-PLA2, NBD-HPC fluorescence, 1 h | actives 0.51% (n = 340,000); in the data active means inhibition above about 40%
* marks the source's active call; other numbers are inactive results; . = not tested or not shown; & = joins results of further samples.

no.	Compound	ATG4B inhibitor	mIAP activ	mIAP block	hIAP act	A3A deaminase	hIAP inh	PfGluPho inh	HKDC1 inh
1	O=C(CSc1nc2ccccc2o1)N1CCN(c2ccc(Cl)cc2)CC1	-7.3	1.03	-3.4	0.913	-3.5	8.7	-5.0	1.7
2	COC(=O)c1cc2c(ccn2-c2ccc(F)cc2)n1Cc1cccc(OC)c1	-4.7	1	-0.2	0.94	0.7	6.0	27.4	-3.1
3	O=C(NC1CC1)c1cc2ccccc2o1	-5.7	1	0.0	0.871	1.0	12.9	-0.1	3.3
4	CN(CC(=O)NC1CCCCCC1)S(=O)(=O)c1cnc[nH]1	-5.7	0.945	5.5	0.896	-0.9	10.4	-4.8	-9.4
5	Cc1ccc(NCN2C(=O)C3C4C=CC(C4)C3C2=O)cc1 (configuration not stated)	-2.4	0.967	3.3	0.899	0.2	10.1	0.0	-2.0
6	CC12CN3CC(C)(CN(C1)C3c1ccc(Cl)cc1)C2 (configuration not stated)	-7.2	0.977	2.3	1.04	-3.3	-3.7	3.9	7.8
7	COc1ccc(C=O)cc1Cn1c(=O)n(CCC(=O)NCc2ccco2)c(=O)c2sccc21	20.0	0.996	0.4	0.823	-4.5	17.7	2.8	-4.0
8	COC(=O)c1cc(OC)c(OC)cc1NCC(=O)Nc1ccc(OC)c(OC)c1	-8.5	1.02	-2.1	1.07	2.3	-6.8	-2.3	0.8
9	COCCNC(=O)c1ccccc1NC(=O)c1ccccc1N(C)S(C)(=O)=O	9.7	1.11	-11.5	0.944	1.6	5.6	0.6	-0.9
10	CCN(C(=O)COC(=O)CCC(=O)c1cccs1)c1c(N)n(Cc2ccccc2)c(=O)[nH]c1=O	-5.8	0.981	1.9	1.26	0.5	-25.6	-6.7	-4.1
11	COc1ccc(N/C(=C(/C(Cl)=C(Cl)Cl)[N+](=O)[O-])n2nnc3ccccc32)cc1	.	0.934	6.6	1.26	-2.8	-26.0	.	.
12	COc1ccc(Oc2cccc(Cl)c2CNC(=O)CC(C)(C)CC(=O)O)cc1	5.7	0.972	2.8	0.919	-3.6	8.1	-18.0	-3.5
13	CCC(=O)Nc1c(-c2ccc(C)cc2)c(=O)c2ccccc2n1C	-10.7	1.04	-3.7	1.06	0.8	-6.4	-3.5	-0.5
14	COc1ccc(C2=NOC(Cn3nc(-c4ccccc4)cc3C(=O)NCc3ccc(C)cc3)C2)cc1 (configuration not stated)	-4.2	3.31*	-231.1	1.08	-1.7	-8.3	10.6	-7.4
15	Cc1ccccc1NC(=S)N1CCN(Cc2ccc3c(c2)OCO3)CC1	-1.2	0.961	3.9	0.993	-3.4	0.7	7.7	-8.8
16	COc1ccc(C(=O)/C=C/c2ccc(N3CCCCC3)c([N+](=O)[O-])c2)cc1	-11.2	0.792	20.8	0.72	-1.5	28.0	16.2	8.2
17	C=CCn1c(SCC(=O)Nc2ccccc2F)nc2ccccc2c1=O	0.6	0.925	7.5	0.979	-6.2	2.1	-14.9	-7.5
18	COCCCN(CC(=O)Nc1ccc(N2CCOCC2)cc1)S(=O)(=O)c1ccc(Cl)cc1	-11.0	1.05	-5.1	0.914	-0.3	8.6	13.1	-4.3
19	Cc1nc(NC(=O)/C=C/c2ccc(C(C)(C)C)cc2)sc1C(=O)N(C)C	-0.8	0.948	5.2	1.03	4.1	-3.0	12.4	-5.0
20	Cc1nn(C)cc1/C=N/NC(=O)c1ccc2c(c1)OCO2	-13.8	1.01	-0.8	1.02	-1.6	-2.0	-3.0	0.8
21	COc1ccc(NC(=O)Cc2ccccc2)cn1	-5.0	1.01	-1.1	1.07	2.8	-6.9	-1.8	4.8
22	Cc1ccc(C)c(OCC(=O)Nc2ccccc2N2CCCC2)c1	11.8	0.979	2.1	1.18	6.5	-18.0	7.0	7.6
23	COc1ccccc1N1CCN(S(=O)(=O)CCNC(=O)Cc2ccc(F)cc2)CC1	0.2	1.04	-4.0	0.975	-0.9	2.5	-4.4	-4.0
24	O=C(CN1CCc2ccccc21)NC(c1ccccc1)c1ccccc1	10.1	1.25	-25.2	0.992	0.3	0.8	-0.5	-5.9
25	CCOc1ccc(Cc2n[nH]c(=S)n2N)cc1	-0.2	1.09	-8.6	0.845	-3.8	15.5	24.5	-1.7
26	Nc1c(C(=O)NCc2ccccc2)sc2nc(N3CCOCC3)c3c(c12)CCCC3	-8.9	1	-0.2	1.08	6.0	-7.8	37.9	-0.9
27	COc1cc(OC)cc(C(=O)NC(=S)NCCc2ccccc2)c1	-3.4	0.856	14.4	0.941	-1.7	5.9	20.2	-2.0
28	COC(=O)Cn1c2[n+](c3ccccc31)CC(O)CS2 (configuration not stated)	-18.9	0.943	5.7	0.889	-0.2	11.1	6.6	-1.4
29	O=C(CN1C(=O)CCC1=O)Nc1nc(-c2ccc3ccccc3c2)cs1	-13.3	0.986	1.4	1.02	-3.2	-2.3	11.4	8.4
30	COc1c2ccoc2nc2c(OC)c(O)ccc12	-2.4	1.05	-5.5	1.08	-3.4	-8.4	7.8	14.7
31	CC(=O)OCC(=O)[C@@]1(O)CC[C@H]2[C@@H]3CCC4=CC(=O)CC[C@]4(C)[C@H]3C(=O)C[C@@]21C	4.1	0.952	4.8	0.968	-0.6	3.2	-1.6	-2.1
32	N#Cc1ccc(C(=O)Nc2ccc(S(=O)(=O)NC3=NCCCCC3)cc2)cc1	-0.4	1.08	-8.4	1.09	-2.1	-8.7	6.5	-8.1
33	O=C(N/N=C/c1ccccc1O)C1CCCC1	-4.9	1.08	-8.5	1.31	8.3	-31.1	-21.0	-11.7
34	CCOC(=O)CN1C(=O)N[C@@H](c2ccccc2)C(C(C)=O)=C1C	-10.9	1.08	-8.1	0.947	1.8	5.3	-3.6	-3.4
35	Cn1ncc(Br)c1C(=O)O	0.0	1.01	-0.6	0.91	-3.7	9.0	-21.0	-9.7
36	OCCCc1cn(-c2ccccc2)c2ccccc12	-0.1	0.977	2.3	0.988	1.7	1.2	-2.2	1.1
37	Cc1ccc(C(CNS(=O)(=O)c2ccc([N+](=O)[O-])cc2)N2CCN(C)CC2)cc1 (configuration not stated)	-2.0	0.98	2.0	1.05	1.5	-5.3	1.9	0.6
38	CC(=O)c1cc(C#N)c(NCc2cc(-c3ccccc3)no2)nc1C	-2.1	1.11	-10.8	1.1	-0.6	-10.3	-11.9	-3.0
39	CC(C)CC(OC(=O)c1ccco1)C(=O)NC1CCCCC1 (configuration not stated)	5.3	1.1	-10.0	0.935	-1.7	6.5	3.1	-5.1
40	CCOc1ccc(N2CC(O)Cn3c2nc2c3c(=O)n(CCCc3ccccc3)c(=O)n2C)cc1 (configuration not stated)	1.0	1.05	-5.3	1.15	-3.2	-14.6	-0.6	-2.4

Continued; the last 2 above are carried over.
no.	Compound	ATG4B inhibitor	mIAP activ	mIAP block	hIAP act	A3A deaminase	hIAP inh	PfGluPho inh	HKDC1 inh
39	CC(C)CC(OC(=O)c1ccco1)C(=O)NC1CCCCC1 (configuration not stated)	5.3	1.1	-10.0	0.935	-1.7	6.5	3.1	-5.1
40	CCOc1ccc(N2CC(O)Cn3c2nc2c3c(=O)n(CCCc3ccccc3)c(=O)n2C)cc1 (configuration not stated)	1.0	1.05	-5.3	1.15	-3.2	-14.6	-0.6	-2.4
41	CC1Cc2ccccc2N1CC(=O)NC(=O)NC(C)(C)C (configuration not stated)	0.9	0.975	2.5	0.968	1.2	3.2	2.0	-1.3
42	COc1ccccc1C(=O)NC(=O)COC(=O)CCNS(=O)(=O)c1ccccc1	-0.7	0.931	6.9	0.93	2.1	7.0	2.5	-3.2
43	CC(C)(C)c1ccc(C(=O)NC(=S)NCC2CCCO2)cc1 (configuration not stated)	-3.6	0.937	6.3	0.804	-2.4	19.6	3.0	7.8
44	NCCSc1c(-c2ccccc2)[nH]c2ccccc12	5.2	1.14	-14.0	1.05	-3.9	-5.5	-3.7	-2.8
45	CN(C)CCC(c1ccccc1)c1ccccn1 (configuration not stated)	-3.4&-6.3&3.2	1.1	-4.8	0.911	-1.6&-2.0	7.5	-4.4&12.2&1.1	-1.4&-4.9&-1.9
46	Cc1c(NC(=O)C2CC(c3c(F)cccc3Cl)=NO2)c(=O)n(-c2ccccc2)n1C (configuration not stated)	-0.8	1.01	-0.6	0.796	-7.8	20.4	-10.5	-11.8
47	COC(=O)c1cc(OC)c(OC)cc1NC(=O)c1cc(-c2ccccc2)nc2ccccc12	-7.2	0.924	7.6	0.982	-6.6	1.8	5.7	-8.6
48	Cc1ccc(OC(=O)Cn2c(C(F)(F)F)nc3ccccc32)cc1	-1.3	1.01	-1.2	0.908	-6.2	9.2	-11.5	-2.4
49	O=C1c2ccc(-c3nc4ccccc4o3)cc2C(=O)N1Cc1cccnc1	1.1	1.09	-8.9	1.01	5.3	-0.8	-10.1	-7.3
50	COCCCNc1nc2cc(OC)c(OC)cc2c2nc(-c3ccccc3)nn12	-0.4	0.984	1.6	1.08	-3.9	-8.1	1.2	4.4
51	CCOc1ccc(NC(=O)CC2C(=O)N(CC)C(=S)N2CCNC(C)=O)cc1 (configuration not stated)	-0.8	0.814	18.6	1.03	0.5	-3.0	-9.5	-11.8

Filtered by structure, the entries above with a halogen.
no.	Compound	ATG4B inhibitor	mIAP activ	mIAP block	hIAP act	A3A deaminase	hIAP inh	PfGluPho inh	HKDC1 inh
1	O=C(CSc1nc2ccccc2o1)N1CCN(c2ccc(Cl)cc2)CC1	-7.3	1.03	-3.4	0.913	-3.5	8.7	-5.0	1.7
2	COC(=O)c1cc2c(ccn2-c2ccc(F)cc2)n1Cc1cccc(OC)c1	-4.7	1	-0.2	0.94	0.7	6.0	27.4	-3.1
6	CC12CN3CC(C)(CN(C1)C3c1ccc(Cl)cc1)C2 (configuration not stated)	-7.2	0.977	2.3	1.04	-3.3	-3.7	3.9	7.8
11	COc1ccc(N/C(=C(/C(Cl)=C(Cl)Cl)[N+](=O)[O-])n2nnc3ccccc32)cc1	.	0.934	6.6	1.26	-2.8	-26.0	.	.
12	COc1ccc(Oc2cccc(Cl)c2CNC(=O)CC(C)(C)CC(=O)O)cc1	5.7	0.972	2.8	0.919	-3.6	8.1	-18.0	-3.5
17	C=CCn1c(SCC(=O)Nc2ccccc2F)nc2ccccc2c1=O	0.6	0.925	7.5	0.979	-6.2	2.1	-14.9	-7.5
18	COCCCN(CC(=O)Nc1ccc(N2CCOCC2)cc1)S(=O)(=O)c1ccc(Cl)cc1	-11.0	1.05	-5.1	0.914	-0.3	8.6	13.1	-4.3
23	COc1ccccc1N1CCN(S(=O)(=O)CCNC(=O)Cc2ccc(F)cc2)CC1	0.2	1.04	-4.0	0.975	-0.9	2.5	-4.4	-4.0
35	Cn1ncc(Br)c1C(=O)O	0.0	1.01	-0.6	0.91	-3.7	9.0	-21.0	-9.7
46	Cc1c(NC(=O)C2CC(c3c(F)cccc3Cl)=NO2)c(=O)n(-c2ccccc2)n1C (configuration not stated)	-0.8	1.01	-0.6	0.796	-7.8	20.4	-10.5	-11.8
48	Cc1ccc(OC(=O)Cn2c(C(F)(F)F)nc3ccccc32)cc1	-1.3	1.01	-1.2	0.908	-6.2	9.2	-11.5	-2.4

Screening data (PubChem)
